# Screening results (PubChem)
# FLuc inh counter: firefly luciferase enzyme inhibitors, primary screen, artefact control for luciferase-based inhibitor screens, biochemical, luminescence, ATPLite; Luciferin 4-monooxygenase (Photinus pyralis), P08659; 10 min; 1.5% of 200,000 active; inhibition, % at 10 µM;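 active = inhibition above about 50% when tested at 10 µM, limit read from the data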
# Target sequence (P08659 whole entry, looked up): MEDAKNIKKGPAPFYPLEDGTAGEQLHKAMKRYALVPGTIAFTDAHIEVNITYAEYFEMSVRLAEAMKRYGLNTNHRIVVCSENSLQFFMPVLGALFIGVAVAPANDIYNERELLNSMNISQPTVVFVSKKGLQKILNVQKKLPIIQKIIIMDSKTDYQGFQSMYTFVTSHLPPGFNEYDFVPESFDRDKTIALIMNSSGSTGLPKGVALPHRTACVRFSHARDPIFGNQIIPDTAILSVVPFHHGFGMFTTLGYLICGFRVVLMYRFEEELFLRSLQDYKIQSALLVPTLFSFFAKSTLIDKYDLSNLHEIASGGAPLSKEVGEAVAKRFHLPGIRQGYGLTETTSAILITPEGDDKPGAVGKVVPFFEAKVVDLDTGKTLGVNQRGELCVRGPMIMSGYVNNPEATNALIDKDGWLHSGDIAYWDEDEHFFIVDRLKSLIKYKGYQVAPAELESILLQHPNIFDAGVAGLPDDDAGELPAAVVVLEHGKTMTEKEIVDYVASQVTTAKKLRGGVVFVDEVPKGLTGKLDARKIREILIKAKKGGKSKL
# STAT3 activator: IL-6 driven STAT3 reporter potentiators, primary screen, U3A cells, luciferase, luminescence, MLSCN library; IL-6 STAT3-luciferase reporter; 100% = signal with IL-6 EC80 alone; activation (% of control), % at 5.6 µM; 0.91% of 190,000 active; AID 871, 2007;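 active = activation above the screen-wide mean of compound activation plus 3 SD, cut at about 130% in these data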;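 note: 0% = background luminescence of wells with medium and substrate only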
#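 system = STAT3-luciferase reporter U3A cells | reagent = IL-6 stimulus at 33 ng/mL final | timing = 1 h compound pre-exposure, 6 h IL-6 stimulation, 37 °C | measured by = luminescence | evaluation = % activation versus median of IL-6-stimulated wells | control set = IL-6-only wells as 100% reference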
# FLuc stim CS: FLuc activators, initial screening, artefact control for FLuc-dependent activation tests, biochemical, ATPlite luminescence; 200,000 tested, under 10 active; activation factor at 10 µM; Luciferin 4-monooxygenase (Photinus pyralis), P08659; ATPlite luciferase biochemical, 10 min; 0 = ATP-free wells, 1 = DMSO control; AID 1027, 2008;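 active = luciferase activation factor, scaled between plate controls, of at least 2 with compound at 10 µM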
#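 test system = cell-free luciferase reagent | medium = PBS as buffer for the ATP substrate | dosing = test compounds dosed from 2 mM stocks in 100% DMSO | incubation = 10 min at ambient temperature | detection = luminescence measurement of luciferase light output | benchmarks = low control with PBS replacing ATP, high control enzyme plus ATP without compound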
# STAT3 inh: IL-6 driven STAT3 reporter inhibitors, primary screen, U3A cells, luciferase, luminescence, MLSCN library; 0.89% of 190,000 active; IL-6 STAT3-luciferase reporter; host cell line lacks STAT1; AID 862, 2007; inhibition, % at 5.5 µM;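 active = inhibition above the mean inhibition across all screened compounds plus 3 SD, cut at about 44% in these data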;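 note: 0% = DMSO only wells and 100% = 100 µM nifuroxazide control wells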
# NF-kB expr up: activators of NF-kB expression in neurons, primary screen, cell-based, HTS; human neuronal cells, NF-kB reporter expression; active compounds read high; fold change at 12.5 µM; 1.6% of 190,000 active; AID 1239, 2008; in the data active = fold change above about 3.3
# STAT1 blocker: STAT1 signaling inhibitors, primary screen, cell-based, HTS, luciferase reporter; AID 920, 2007; inhibition, % at 5.5 µM; NIH 3T3 STAT1-luciferase reporter, IFN-gamma, luminescence; 0.35% of 200,000 active;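 active = inhibition above a set limit, the mean inhibition across all tested compounds plus 3 SD, cut at about 34% in these data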;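 note: 0% = IFN-gamma with DMSO and 100% = IFN-gamma with 300 µM nifuroxazide; values of inactives mirror those of a sister screen read the other way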
# STAT1 act: STAT1 signaling activators, primary screen, cell-based, HTS, luciferase reporter; NIH 3T3 STAT1-luciferase reporter, IFN-gamma, luminescence; 100% = IFN-gamma alone, no compound; AID 932, 2007; activation (% of control), % at 5.5 µM; 2.6% of 200,000 active;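 active = activation above the screen-wide mean activation plus 3 SD, cut at about 130% in these data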;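 note: raw ratio to IFN-gamma control signal so 100% means no change and 0% no light; values of inactives mirror those of a sister screen read the other way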
# APP transl inh: inhibitors of APP translation via 5'UTR reporter, primary screen, APP 5'UTR luciferase, SH-SY5Y cells; inhibition, % at 2 µM; 0.82% of 190,000 active; SH-SY5Y APP 5'UTR-luciferase reporter, luminescence;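 active = inhibition above a set limit, derived from the sample mean plus 3 SD, cut at about 45% in these data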; note: values of inactives mirror those of a sister screen read the other way
# ROMK primary: ROMK potassium channel modulators, primary screen, cell-based, thallium flux, MLSMR library. B-score at 10 µM. ATP-sensitive inward rectifier potassium channel 1 (Homo sapiens), P48048. 2% of 130,000 active. Tet-inducible ROMK, thallium flux fluorescence; actives lie on both sides;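 active = signal ratio slope over the read window, or its plate-corrected B-score, at least 3 SD from the plate mean, either direction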;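 note: B-score of the F/F0 ratio slope over 7 to 12 s after thallium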
# Target sequence (P48048 whole entry, looked up): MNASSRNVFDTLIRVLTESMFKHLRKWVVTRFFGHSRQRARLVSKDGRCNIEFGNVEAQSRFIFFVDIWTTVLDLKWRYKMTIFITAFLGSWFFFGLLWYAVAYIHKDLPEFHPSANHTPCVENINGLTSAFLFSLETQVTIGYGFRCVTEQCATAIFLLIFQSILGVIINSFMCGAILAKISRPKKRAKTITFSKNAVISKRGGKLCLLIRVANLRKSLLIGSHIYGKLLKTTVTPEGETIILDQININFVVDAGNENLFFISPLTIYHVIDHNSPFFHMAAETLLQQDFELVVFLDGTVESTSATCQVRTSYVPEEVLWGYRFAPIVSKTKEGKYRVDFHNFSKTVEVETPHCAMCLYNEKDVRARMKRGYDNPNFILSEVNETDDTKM
# APP 5'UTR act: activators of APP 5'UTR luciferase reporter, primary screen, SH-SY5Y cells; activation, % at 2 µM; 1% of 190,000 active; AID 1276, 2008; SH-SY5Y APP 5'UTR luciferase reporter, luminescence; zero percent = DMSO vehicle wells;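 active = activation above a set limit, based on mean plus 3 SD of controls, cut at about 140% in these data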; note: values of inactives mirror those of a sister screen read the other way
# * marks the source's active call; other numbers are inactive results; · = not tested or not shown.
structure	FLuc inh counter	STAT3 activator	FLuc stim CS	STAT3 inh	NF-kB expr up	STAT1 blocker	STAT1 act	APP transl inh	ROMK primary	APP 5'UTR act
COc1cc(/C=N/NC(=O)C2(O)c3ccccc3-c3ccccc32)ccc1O	-7	98	1.1	5	0.96	-13	112	2	-0.0093	-2
COC(=O)c1ccc(NC(=S)Nc2ccccc2)cc1	1	67	1	42	1.4	5	96	3	·	-3
CCc1nc(C)cn1S(=O)(=O)c1ccc([N+](=O)[O-])cc1	-10	99	1.1	5	1.2	2	96	0	-0.37	0
COCCNC(=O)CN1CCC(NC(=O)C(C)(C)C)CC1	-2	108	1	-1	1.1	0	100	-3	1.1	3
O=C(N/N=C/c1ccc(OC(F)F)cc1)C1=COCCO1	68*	91	0.3	17	2.5	-20	118	-86	0.13	86
COc1cc(C(=O)Nc2nnc(CC(C)(C)C)s2)c([N+](=O)[O-])cc1OC	2	102	1	-4	1.3	1	100	8	-0.78	-9
O=C(NCc1ccc2c(c1)OCO2)c1ccc(S(=O)(=O)C(F)F)cc1	-4	110	1	-11	0.98	1	100	10	-0.016	-10
Fc1ccc(Cl)cc1/C=N/n1cnnc1SCc1ccccc1	-4	93	1	5	1	0	100	2	-0.58	-2
CCc1c(C)[nH]n(-c2nc(-c3ccccc3)cs2)c1=O	2	94	1	12	1.4	-7	107	-34	-0.28	34
O=C(Cn1cnc([N+](=O)[O-])n1)N/N=C/c1cc(Cl)ccc1O	-5	102	1.1	2	1.8	-7	106	-5	-1.3	5
O=C(C1=C(O)C(=O)N(CCOCCO)C1c1cccs1)c1cccs1 (configuration not stated)	2	99	1	3	1.1	0	100	-6	0.39	6
COc1ccc(OC)c(Nc2ncnc3c2cnn3-c2cccc(C)c2)c1	-4	90	1	16	1	-9	106	16	0.0017	-16
CCC(C)NC(=O)C1CCC(=O)N(c2ccc3c(c2)OCO3)C1c1ccc(OC)cc1 (configuration not stated)	-2	101	1	5	1.5	-2	102	1	·	-1
Cc1ccc(-c2nnn(CC(=O)N(CC(=O)NC3CCCCC3)c3cnc4ccccc4c3)n2)o1	·	113	·	-10	·	2	98	-1	0.33	1
CCCC(=O)Nc1cccc(NC(=O)c2cccc([N+](=O)[O-])c2C)c1	-4	97	1	6	1	7	94	-5	·	5

# Some of the entries so far, with values under each structure.
# Fields: FLuc inh counter, STAT3 activator, FLuc stim CS, STAT3 inh, NF-kB expr up, STAT1 blocker, STAT1 act, APP transl inh, ROMK primary, APP 5'UTR act
> COc1cc(C(=O)Nc2nnc(CC(C)(C)C)s2)c([N+](=O)[O-])cc1OC
→ 2, 102, 1, -4, 1.3, 1, 100, 8, -0.78, -9
> COCCNC(=O)CN1CCC(NC(=O)C(C)(C)C)CC1
→ -2, 108, 1, -1, 1.1, 0, 100, -3, 1.1, 3

# Carrying on:
structure	FLuc inh counter	STAT3 activator	FLuc stim CS	STAT3 inh	NF-kB expr up	STAT1 blocker	STAT1 act	APP transl inh	ROMK primary	APP 5'UTR act
Cc1cc(NC(=O)CSc2nnc(-c3cccs3)n2N)no1	-4	102	1	1	1.1	3	98	-5	·	5
COc1ccc(C(=O)NCc2cccnc2)cc1S(=O)(=O)N1CCOCC1	-7	102	1.1	0	1	-1	101	9	·	-9
COc1ccc(C(=O)n2c(-c3ccco3)nc3ccccc32)cc1	3	103	1	-2	1.3	-11	110	50*	0.88	-50
Cc1ccc(Cl)cc1N1CCN(C(=O)CCS(=O)(=O)c2cccc3nonc23)CC1	-8	95	1.1	4	0.69	5	96	-8	·	8
C=CCc1ccccc1OCCSc1nc2ccc([N+](=O)[O-])cc2s1	-4	111	1	-17	1.7	10	93	-11	-0.29	11
Cn1c(=O)c2c(-c3ccccc3)n3c4ccccc4ncc3c2n(C)c1=O	·	99	·	4	·	-3	103	-2	·	2
CCNc1ccc(C(=O)OCC)cc1NC(=O)c1cccc(N(C)C)c1	-6	106	1.1	-3	1.8	-7	107	81*	·	-81
CCOC(=O)c1cnc(-c2ccccc2)nc1Oc1cccc(Cl)c1	-10	114	1.1	-14	1.1	0	100	-7	·	7
COc1ccc2[nH]c(=O)c(CN(CCO)C(=O)NCc3ccccc3)cc2c1	-4	103	1	2	1.1	6	94	-4	-0.18	4
CCCCCCCCCC(=O)N/N=C(\C)c1cccnc1	-4	89	1	15	0.86	11	96	2	-2.1	-2
COc1ccc(CCN2C(=O)CC(NC34CC5CC(CC(C5)C3)C4)C2=O)cc1OC (configuration not stated)	-5	106	1.1	-5	1.2	14	85	-11	-0.4	11
O=P(OC1CCCCC1)(OC1CCCCC1)C(O)c1c(Cl)cccc1Cl (configuration not stated)	-8	97	1.1	7	0.76	4	96	12	·	-12
CC(C)N(C(=S)NC1CC2CCC1C2)c1ccccc1 (configuration not stated)	-6	104	1.1	-3	1.2	0	98	4	0.95	-4
NC(N)=N/N=C/c1ccc(OCc2ccc(Cl)cc2)cc1	7	106	0.9	5	6*	-14	112	-111	·	111
COc1ccc(C2CC(c3cc(OC)ccc3OC)n3nnnc3N2)cc1 (configuration not stated)	-4	100	1	2	0.98	5	96	2	-0.076	-2

# Going on with the list:
canonical_smiles | FLuc inh counter | STAT3 activator | FLuc stim CS | STAT3 inh | NF-kB expr up | STAT1 blocker | STAT1 act | APP transl inh | ROMK primary | APP 5'UTR act
CCN(CC)C(=O)c1cnn(-c2ccccc2)c1NC(=O)c1ccccc1F | -9 | 98 | 1.1 | 5 | 1.1 | 1 | 98 | 20 | 0.48 | -20
Cc1cnn(C(=S)NCc2ccc(Cl)cc2)c1 | -8 | 105 | 1.1 | -2 | 1.1 | 12 | 89 | -17 | 0.76 | 17
CC(NC(=O)CSc1n[nH]c(=O)n1C1CC1)C12CC3CC(CC(C3)C1)C2 (configuration not stated) | -7 | 95 | 1.1 | 5 | 1.6 | -7 | 106 | -5 | · | 5
CCCCn1c2nc3ccccc3nc2c2c(=O)n(CCC(C)C)cnc21 | -3 | 103 | 1 | 7 | 0.98 | 6 | 94 | -5 | · | 5
CC1CCN(C(=O)CSc2nc3ccccc3c(=O)[nH]2)CC1 | 3 | 101 | 1 | 2 | 1.2 | -9 | 106 | 1 | -0.53 | -1
COc1cccc(C(c2sc3nc(C)nn3c2O)N2CCN(C(=O)c3ccco3)CC2)c1 (configuration not stated) | -6 | 98 | 1.1 | 2 | 0.95 | -3 | 100 | -33 | · | 33
CC(=O)Nc1ccc(NC(=O)CN(c2cccc([N+](=O)[O-])c2)S(C)(=O)=O)cc1 | -7 | 99 | 1.1 | 8 | 1 | 7 | 93 | 11 | 0.26 | -11
CCOC(=O)c1c(NC(=O)CSc2nnc(C)s2)sc2c1CCC(CC)C2 (configuration not stated) | -4 | 84 | 1 | 23 | 1.4 | 3 | 97 | -17 | -0.63 | 17
COc1cc(OC)cc(-n2nc(C(=O)N3CC(C)CC(C)C3)c3ccccc3c2=O)c1 (configuration not stated) | -9 | 102 | 1.1 | 0 | 0.77 | -5 | 104 | -1 | · | 1
O=C1/C(=C/Nc2cccc([N+](=O)[O-])c2)CCc2ccccc21 | 23 | 100 | 0.8 | 0 | 4.5* | -77 | 169* | -140 | -0.14 | 140*
O=C(NC1CC1)C(=O)c1c(-c2ccccc2)[nH]c2ccccc12 | -5 | 107 | 1.1 | -8 | 0.88 | 0 | 100 | 3 | 0.53 | -3
O=C(Nc1ncc2c(n1)-c1ccccc1CC2)c1ccc(Cl)cc1 | -3 | 85 | 1 | 28 | 1.1 | 0 | 100 | -18 | · | 18
COc1ccc(O)c(-c2cc(C(F)(F)C(F)F)nc(-c3ccccc3)n2)c1 | -6 | 102 | 1.1 | -1 | 1.1 | -5 | 104 | -7 | · | 7
CCn1c(COc2ccccc2C)nnc1SCc1nc2ccccc2c(=O)[nH]1 | -4 | 94 | 1 | 14 | 0.95 | -1 | 100 | -7 | 0.29 | 7
CC(NC1CCCC1)C(=O)Nc1ccccc1-c1ccccc1 (configuration not stated) | -3 | 101 | 1 | 4 | 1 | 0 | 100 | -6 | · | 6
CC(=O)c1ccc(NC(=O)CN2C(=O)/C(=C/C=C/c3ccccc3)SC2=S)cc1 | 1 | 103 | 1 | -4 | 0.98 | -11 | 110 | -16 | 0.51 | 16
COC(=O)c1sc(NC(=O)C(C)c2ccccc2)nc1C (configuration not stated) | -4 | 90 | 1 | 15 | 1.1 | -4 | 104 | -4 | · | 5
CC1(C)CCC(C)(C)NC(=S)N1 | -12 | 113 | 1.1 | -15 | 1.1 | 0 | 100 | -21 | · | 21
CN(C(=O)COC(=O)c1ccc(S(=O)(=O)N2CCOCC2)cc1)C1CCCCC1 | -1 | 107 | 1 | -7 | 1.6 | 8 | 92 | -6 | 0.25 | 6
COCCCNc1ncnc2ccc(C)cc12 | -4 | 106 | 1 | -4 | 0.59 | 3 | 97 | -6 | · | 6
CCOC(=O)c1ccc(COC(=O)CNC(=O)CNC(=O)c2ccc(OC)cc2)o1 | -6 | 102 | 1.1 | 2 | 0.91 | 6 | 95 | -10 | 0.43 | 10
COc1ccc(C)cc1N(CC(=O)Nc1cccnc1)S(=O)(=O)c1ccccc1 | -6 | 99 | 1.1 | 6 | 0.69 | -5 | 103 | -6 | -1.3 | 7
O=C(CC1SC(=Nc2ccccc2F)N(CCN2CCOCC2)C1=O)Nc1ccc(F)cc1F (configuration not stated) | -10 | 102 | 1.1 | 6 | 0.72 | 2 | 96 | -19 | -0.55 | 19
Cc1ccc(CSc2nnc3c(n2)OC2(Nc4ccccc4-3)C(=O)Nc3ccc(F)cc32)cc1 (configuration not stated) | -1 | 98 | 1 | 10 | 1.2 | 1 | 99 | -11 | -1.3 | 11
Cc1c(C(=O)N2CCN(C)CC2)oc2c1C(=O)CC(C)(C)C2 | -3 | 97 | 1 | 10 | 1.4 | 4 | 97 | 8 | · | -7

# A stretch from further up, as a working copy:
canonical_smiles | FLuc inh counter | STAT3 activator | FLuc stim CS | STAT3 inh | NF-kB expr up | STAT1 blocker | STAT1 act | APP transl inh | ROMK primary | APP 5'UTR act
CCN(CC)C(=O)c1cnn(-c2ccccc2)c1NC(=O)c1ccccc1F | -9 | 98 | 1.1 | 5 | 1.1 | 1 | 98 | 20 | 0.48 | -20
Cc1cnn(C(=S)NCc2ccc(Cl)cc2)c1 | -8 | 105 | 1.1 | -2 | 1.1 | 12 | 89 | -17 | 0.76 | 17
CC(NC(=O)CSc1n[nH]c(=O)n1C1CC1)C12CC3CC(CC(C3)C1)C2 (configuration not stated) | -7 | 95 | 1.1 | 5 | 1.6 | -7 | 106 | -5 | · | 5
CCCCn1c2nc3ccccc3nc2c2c(=O)n(CCC(C)C)cnc21 | -3 | 103 | 1 | 7 | 0.98 | 6 | 94 | -5 | · | 5
CC1CCN(C(=O)CSc2nc3ccccc3c(=O)[nH]2)CC1 | 3 | 101 | 1 | 2 | 1.2 | -9 | 106 | 1 | -0.53 | -1
